# Rab9 prom act = Rab9 promoter activation. Huh7 Rab9 promoter-luciferase reporter, luminescence, 24 h. 2.8% of 320,000 active. AID 485297. Potency, µM (highest dose often 9.22 µM), without a hit: at the top dose activation, negative = inhibition, actives largely listed as activators; also: potency is read from the fitted curve at half-maximal effect; % of control where 0% means no effect; nearly all actives have a fitted effect of over 60% in size
#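 Huh7 reporter line, Rab9 promoter upstream of luciferase. Compound exposure 24 h at 37 °C in reduced-serum medium with 10% FBS. Read-out: luminescence.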
# FLuc modulator = inhibits or activates purified firefly luciferase, miR-21 counter-screen; P08659; purified FLuc, Km substrates, luminescence inhibition; Potency, µM (highest dose often 57.5 µM), inactives show at the highest dose activity change, negative = inhibition, actives largely listed as inhibitors; 6.9% of 360,000 active;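 also: potency is read from the fitted curve at half-maximal effect; plate controls were vehicle for no effect and reference inhibitor for full effect; nearly all actives have a fitted effect of over 55% in size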
# Target sequence (P08659 whole entry, looked up): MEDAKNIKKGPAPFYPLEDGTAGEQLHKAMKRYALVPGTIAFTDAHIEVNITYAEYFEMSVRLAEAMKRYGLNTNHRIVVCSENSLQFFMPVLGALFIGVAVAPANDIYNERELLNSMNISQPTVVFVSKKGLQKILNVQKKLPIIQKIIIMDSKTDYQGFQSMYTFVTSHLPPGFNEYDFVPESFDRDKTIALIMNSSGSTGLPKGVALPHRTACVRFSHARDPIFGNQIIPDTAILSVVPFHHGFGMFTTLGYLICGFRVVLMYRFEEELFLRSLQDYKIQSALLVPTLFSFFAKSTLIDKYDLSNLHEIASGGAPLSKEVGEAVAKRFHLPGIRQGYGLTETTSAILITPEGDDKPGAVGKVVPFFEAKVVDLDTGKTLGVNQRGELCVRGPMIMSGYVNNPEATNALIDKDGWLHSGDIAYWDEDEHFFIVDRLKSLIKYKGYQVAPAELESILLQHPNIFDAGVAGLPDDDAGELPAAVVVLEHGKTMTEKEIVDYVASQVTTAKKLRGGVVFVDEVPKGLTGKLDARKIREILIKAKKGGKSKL
#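 Purified P. pyralis luciferase, 10 nM final, with Km-level 10 uM D-luciferin and 10 uM ATP in 50 mM Tris acetate pH 7.5, 10 mM Mg acetate, 0.01% Tween-20, 0.05% BSA; 6-point qHTS titration about 60 µM downward; luminescence read.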
# RORg inh = blocks mouse ROR gamma transcriptional activity | P51450 | Drosophila S2 Gal4-RORgamma UAS-luciferase reporter, 20 h | Potency, µM (top dose mostly 53.6 µM), inactives show at the highest dose activity change, negative = inhibition, usual class: inhibitors | 5.4% of 310,000 active | AID 2551; also: potency is read from the fitted curve at half-maximal effect; % is scaled to controls: 0 for no effect and ±100 for the full control effect; nearly all actives have a fitted effect of over 60% in size
# Target sequence (P51450 whole entry, looked up, the tested form may be a part): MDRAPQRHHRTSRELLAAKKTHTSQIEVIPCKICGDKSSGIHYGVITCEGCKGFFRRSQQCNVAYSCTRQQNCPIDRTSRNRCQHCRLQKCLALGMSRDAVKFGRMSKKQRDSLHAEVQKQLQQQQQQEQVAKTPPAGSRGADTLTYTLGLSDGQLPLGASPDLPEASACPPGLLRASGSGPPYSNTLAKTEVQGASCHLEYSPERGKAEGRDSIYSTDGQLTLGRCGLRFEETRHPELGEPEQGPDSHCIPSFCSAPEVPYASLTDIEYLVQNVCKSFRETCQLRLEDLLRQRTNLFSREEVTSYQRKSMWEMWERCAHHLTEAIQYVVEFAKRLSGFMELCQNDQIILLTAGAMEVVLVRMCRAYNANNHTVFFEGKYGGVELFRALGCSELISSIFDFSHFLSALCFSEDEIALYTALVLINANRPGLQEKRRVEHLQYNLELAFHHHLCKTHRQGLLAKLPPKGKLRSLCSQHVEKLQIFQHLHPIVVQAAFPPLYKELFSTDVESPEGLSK
#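 ROR gamma transcriptional activity was tracked as Gal4-UAS luciferase output in stably transfected Drosophila Schneider cells, with compound added 1 hr before 700 uM copper sulfate induction and a 20 hr ambient-temperature incubation.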
# Giardia killer = Giardia lamblia killing; Giardia lamblia trophozoite viability; activity change, % at 7.66 µM, hits read low; 0.15% of 340,000 active; in the data active = activity change below about -80%; inconclusive = between about -30% and that limit;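 also: parasites exposed to compound for two days anaerobically before the ATP read; % is scaled to controls: 0 for no effect and ±100 for the full control effect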
#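 Anaerobic 48 hrs incubation at 37 deg C of 100 trophozoites/well with test compounds; ATPLite 1-Step luminescence, 15-30 min RT, reports cellular ATP as viability.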
# PKM2 activator = increases activity of human pyruvate kinase M2; P14618; Potency, µM (titrated, usually from 57.5 µM), without a hit: top-dose activation, actives largely listed as activators; AID 1631; 0.34% of 260,000 active; purified PKM2, Kinase-Glo ATP luminescence, activation; response scale: 0% is enzyme alone, no compound; also: potency is read from the fitted curve at half-maximal effect; % is scaled to controls: 0 for no effect and ±100 for the full control effect; nearly all actives have a fitted effect of over 55% in size
#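 hPK-M2, >95% pure; 0.1 mM ADP / 0.5 mM PEP final; imidazole pH7.2 buffer w/ 7 mM MgCl2, 50 mM KCl; 1 h RT; Kinase-Glo lum. Intermediate enzyme activity for dual inhibitor/activator qHTS.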
# BRCA1 expr up = activators of BRCA1 expression; MCF7-BRCA1-FFLuc reporter, luminescence, 48 h; response scale: scaled: vehicle 0%, 10 µM genistein 100%; Potency, µM (series often up to 46.1 µM), for the others: at the top dose activation, usual class: activators; 1.1% of 380,000 active; AID 624202; also: potency is read from the fitted curve at half-maximal effect; nearly all actives have a fitted effect of over 80% in size; some results filed as inactive show a strong effect at the top dose
#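 48 h compound treatment of MCF7-BRCA1-FFLuc cells (phenol-red free MEM, 37 °C), then 15 min with luciferase substrate and luminescence imaging.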
# VP16 counter = inhibits Gal4-VP16 luciferase reporter, ROR gamma counter-screen; Potency, µM (titrated, usually from 53.6 µM), inactives show top-dose activity, negative = inhibition, usual class: inhibitors; Drosophila S2 Gal4-VP16 UAS-luciferase, luminescence, 20 h; 3.5% of 310,000 active;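 also: Gal4-VP16 expression switched on by copper sulfate through the metallothionein promoter; potency is read from the fitted curve at half-maximal effect; % is scaled to controls: 0 for no effect and ±100 for the full control effect; nearly all actives have a fitted effect of over 50% in size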
# p53 reactivator = restores transcriptional activity of mutant p53; 0.063% of 320,000 active; Potency, µM (titrated, usually from 92.2 µM), inactives show at the top dose activity change, positive = activation, hits mostly activators; AID 504706; H1299 p53-A138V BP100-luciferase reporter, luminescence, 24 h; also: potency is read from the fitted curve at half-maximal effect; % of control where 0% means no effect; nearly all actives have a fitted effect of over 45% in size
#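 H1299 (p53-null), stable ts p53-A138V + BP100-Luc; 1000 cells/well, Opti-MEM/10% FBS; cpd 4 pt, 1:5; 24 h, 37 deg C, 5% CO2; detection reagent 10 min RT; luminescence.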
# NPC1 prom act = activates the NPC1 promoter; AID 485313; 2.4% of 320,000 active; Huh7 NPC1 promoter luciferase reporter, 24 h; Potency, µM (titrated, usually from 9.22 µM), for the others: at the top dose activation, most hits filed as activators;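 also: potency is read from the fitted curve at half-maximal effect; % of control where 0% means no effect; nearly all actives have a fitted effect of over 60% in size; reporter is driven by a mutant NPC1 promoter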
#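 Compounds in DMSO were transferred onto Huh7 NPC1-luciferase reporter cells pre-incubated 2 h; after 24 h at 37 °C, Amplite reagent was dispensed and luminescence recorded 10 min later.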
# ELG1 genotoxic = genotoxicity induction in ELG1-luciferase HEK293T cells; HEK293T ELG1-luciferase reporter, luminescence, 16 h; Potency, µM (series often up to 46 µM), without a hit: at the highest dose activity change, positive = activation, usual class: activators; 1.3% of 330,000 active; AID 504466; also: potency is read from the fitted curve at half-maximal effect; % of control where 0% means no effect; nearly all actives have a fitted effect of over 60% in size
#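 After overnight (16 hr) compound treatment at 37 °C, ELG1-luciferase HEK293T cells were lysed with ONE-Glo; luminescence quantified 30 min later at room temperature.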
# Menin MLL FP TR = menin-MLL binding inhibition, Texas Red mutant peptide | Menin + Texas Red MLL mutant peptide, fluorescence polarization | Potency, µM (titrated, usually from 61.6 µM), without a hit: top-dose FP activity change, negative = inhibition, actives largely listed as inhibitors | AID 1768 | 0.23% of 270,000 active | O00255; active = well fitted inhibition curve with a large enough effect in the polarisation, with a control signal flat, not every such curve was filed as active; inconclusive = small, poorly fitted or top-dose-only effect, or effect the other way, or a change in a side signal; inactive = no such curve, though single readings can be large or run the other way; the % refers to the polarisation; also: potency is read from the fitted curve at half-maximal effect; % of control where 0% means no effect; many of its hits are not listed in these tables
# The depositor's hits bear a star; ? = inconclusive; nt = no result given; [ ] = remark or other dose. Unless noted, calls follow the shape of the dose curve; as a rule, active = well fitted curve in the direction sought with a large enough effect; inconclusive = small, poorly fitted or top-dose-only effect, or another doubt; inactive = no such curve, though single readings can be large; an effect the other way counts as inactive or inconclusive.
structure	Rab9 prom act	FLuc modulator	RORg inh	Giardia killer	PKM2 activator	BRCA1 expr up	VP16 counter	p53 reactivator	NPC1 prom act	ELG1 genotoxic	Menin MLL FP TR
O=C(Cn1cnc2ccccc2c1=O)Nc1nnc(C2CC2)s1	2%	-1%	29%	-20	-2%	-15%	6%	-13%	-1%	2%	-13%
Cc1nc(COC(=O)c2ccc(S(=O)(=O)N3CCCC3)cc2)cs1	0%	4%	19%	10	28µM*	0%	-6%	-4%	0%	-2%	-1%
COc1ccc(NC(=O)CN(C)C(=O)c2cc(-c3ccc(C)o3)nc3ccccc23)cc1	4%	3.4µM*	nt	-16	nt	39%	nt	-4%	12%	-8%	nt
CCNC(=O)COc1ccc(-c2ccccc2)cc1	?	19µM*	?	-4	9%	27%	1%	23%	?	?	nt
Cc1ccc(S(=O)(=O)N2CCN(CC(=O)N/N=C/c3cc([N+](=O)[O-])ccc3Cl)CC2)cc1	-2%	-2%	32%	2	-3%	7%	-3%	-5%	4%	-2%	-8%
Cc1ccc(S(=O)(=O)NC(CC(=O)N2CCOCC2)c2ccco2)cc1 (stereo not drawn)	-1%	6%	12%	6	11%	1%	0%	3%	0%	-4%	-29%
Cc1cc(NC(=O)CSc2nnc(NC(=O)C3CC(=O)N(c4ccccc4C)C3)s2)no1 (stereo not drawn)	-3%	5%	4%	2	12%	-30%	-3%	0%	-6%	-1%	-19%
CCCn1c(C(CO)Nc2nc(-c3cccc(Br)c3)cs2)nc2ccccc21 (stereo not drawn)	-1%	4%	13µM*	-3	1%	-13%	?	nt	1%	1%	24%
Cc1ccc2oc(=O)c3cc(C(=O)NCCCN4CCCCCC4)sc3c2c1	-3%	-1%	0%	15	1%[0.46 µM]	3%	0%	0%	0%	0%	-18%
Cc1ccc(-n2c(SCC3CNC(=O)O3)nnc2-c2ccccc2)cc1C (stereo not drawn)	-6%	-1%	40%	nt	1%	nt	0%	-10%	-3%	3%	8%
CC(=O)N1CCN(C(=O)CCc2cc(C(C)(C)C)c(O)c(C(C)(C)C)c2)CC1	-2%	?	27%	2	2%	24%	-18%	4%	0%	-2%	nt
NC(=O)c1ccsc1NC(=O)c1ccc2c(c1)CCCC2	?	0.6µM*	?	?	-22%	0%	?	?	?	2.6µM*	?
CC1CC1C(=O)OCC(=O)Nc1ccc2[nH]c(=O)[nH]c2c1 (stereo not drawn)	-5%	2%	2%	11	-5%	18%	-3%	3%	-1%	0%	1%
O=C(O)CSCC(=O)Nc1cccc(C(F)(F)F)c1	13%	3%	-9%	10	0%	1%	10%	1%	3%	3%	7%
O=C1NC2(CCc3ccccc3C2)C(=O)N1CCOc1cccc(Cl)c1 (stereo not drawn)	-3%	0%	4%	-3	1%	-7%	-6%	-4%	-1%	0%	2%
O=C1CC(SCc2nc3ccccc3[nH]2)C(=O)N1c1ccc(F)c(Cl)c1 (stereo not drawn)	3%	-1%	?	3	17%	-3%[1.84 µM]	-25%	-3%	0%	1%	9%
CCOC(=O)c1ccc(NC(=O)N(CC)CC)cc1	2.5µM*	19µM*	17%	3	4%	2.5µM*	-15%	?	?	16µM*	-3%
COc1ccc(N2CCN(C(=O)CN(c3ccccc3)S(=O)(=O)c3ccc(OC)cc3)CC2)cc1	-4%	3%	?	4	2%	-1%[1.84 µM]	2%	-1%	11%	-20%	-1%
Cc1ccc(C)c(S(=O)(=O)N2CCCCC2CCNC(=O)C(=O)NCc2cccnc2)c1 (stereo not drawn)	1%	2%	nt	0	nt	-38%	nt	-1%	-1%	-2%	nt
COc1ccc(NC(=O)CN(C)CC(=O)NC2CCCCC2C)cc1 (stereo not drawn)	1%	-1%	nt	8	nt	-15%	nt	1%	-3%	0%	nt
COc1cc(NC(=O)C2CC(c3ccccc3O)=NO2)c(OC)cc1Cl (stereo not drawn)	6%	0%	-41%	4	1%	-6%	?	nt	1%	7%	?
O=C(Nc1nnc(SCC(=O)N2CCOCC2)s1)c1ccccc1	?	2.7µM*	?	?	-12%	24%	?	?	30%	?	0%
CCN(CC)C(=O)c1ccc(Oc2ccc([N+](=O)[O-])cc2Cl)cc1	1%	-2%	39%	1	3%	-23%	-8%	-6%	-2%	-3%	-10%
Clc1ccc(-n2ncc3c(NCc4ccc5c(c4)OCO5)ncnc32)cc1	7%	?	-23%	-2	-1%	-13%	4%	6%	10%	?	?
CCc1ccc(CN2CCCC(CCC(=O)N3CCN(c4ccccn4)CC3)C2)o1 (stereo not drawn)	-3%	0%	26%	0	-1%	-17%	-2%	-3%	-5%	0%	nt
CCN(CC)CCCNC(=S)Nc1ccc(Br)cc1	?	11µM*	-4%	-23	-6%	-4%	-5%	?	?	23µM*	20%
CCOC(=O)CN1Cc2cccc(C(=O)O)c2C1=O	2%	1%	?	-4	0%	26%	-1%	10%	-1%	-5%	-8%
O=c1[nH]c2cc3ccccc3cc2nc1C(F)(F)F	3%	-20%	0%	-3	-6%	-2%	7%	-5%	0%	-3%	15%
Cc1ccccc1S(=O)(=O)Cc1ccc(C(=O)NC2CCCC2)o1	0%	1%	1%	-11	nt	-3%	11%	9%	-1%	-4%	7%
O=C1C(=O)N(CCCN2CCOCC2)C(c2ccc([N+](=O)[O-])cc2)/C1=C(/O)c1ccc2c(c1)OCO2 (stereo not drawn)	5%	-11%	-1%	16	4%	13%	0%	8%	-3%	5%	4%
CCOC(=O)c1c(C)n(C)c2ccc(OC)c(NC(=O)CN3CCN(C(=O)c4ccco4)CC3)c12	-5%	6%	-112%	9	14%	-20%	5%	3%	-2%	-3%	-10%
O=c1c2c(nc3cc(-c4ccccc4)[nH]n13)CCC2	?	6µM*	-36%	-6	-2%	?	-7%	?	2.8µM*	?	-5%
Cc1ccc(OCCCC(=O)Nc2nccs2)cc1	9%	-14%	?	-1	-1%	22%	11%	11%	15%	1%	0%
Cn1c(N)c(Sc2ccccc2[N+](=O)[O-])c(=O)n(C)c1=O	1%	4%	-12%	0	3%	0%	-1%	2%	-1%	-6%	-12%
CCOC(=O)N1CCC(=NNc2nc(C)cc(=O)[nH]2)CC1	-4%	-2%	-22%	3	-1%	1%	-5%	5%	0%	3%	1%
O=C(O)C/C=C(\NC(=O)OCc1ccccc1)C(=O)OCc1ccccc1	-30%	?	20%	3	-2%	33%	-4%	-1%	1%	-3%	-2%
COc1c(C)c2c(c(O)c1C/C=C(\C)CCC(=O)O)C(=O)OC2	nt	nt	6%	-16	nt	-42%	3%	nt	nt	nt	-3%[24.8 µM]
CCOc1ccc(NC(=O)N2CCC(NC(=O)C(Cc3cccc(F)c3)NC(C)=O)CC2)cc1 (stereo not drawn)	0%	1%	-3%	-4	-2%	-20%	-24%	-5%	-4%	-3%	0%
CNC(=O)CSc1nc(SC)ns1	4%	-8%	0%	7	-4%	-9%	6%	15%	-3%	0%	5%
CCOc1ccc(N(Cc2cc3cc(OC)ccc3[nH]c2=O)S(C)(=O)=O)cc1	-1%	3%	2%	13	2%	-2%	-6%	-7%	-2%	-5%	2%
COC(=O)c1ccccc1NC(=O)CSc1nnc(-c2cccnc2)n1C	0%	1%	-18%	-20	0%	0%	1%	10%	-2%	1%	8%
CC(C)C(NC(=O)c1ccccc1)C(=O)OCC(=O)N1CCN(c2ccccc2)CC1 (stereo not drawn)	-4%	-1%	nt	5	nt	7%	nt	1%	-1%	0%	nt
CCOC(=O)C1(Cc2ccccc2)CCCN(C2CCCC2)C1 (stereo not drawn)	-5%	1%	12%	29	0%	-14%	-7%	1%	-5%	1%	-9%
CC1CCC(C(=O)c2c(O)c3ccccc3oc2=O)CC1 (stereo not drawn)	9%	?	-10%	9	3%	0%	-7%	12%	0%	-14%	7%
CCN1C(=S)SC(=O)C1=C1C=C(C)N(CCOC)C(C)=C1	0.79µM*	2.4µM*	-28%	nt	3%	nt	-12%	?	0.4µM*	1.6µM*	8%
CC1CCN(CCC(=O)Nc2ccc(F)c(F)c2)CC1	-4%	0%	-15%	?	3%	-3%	-8%	6%	-5%	3%	?
Cc1cc(C)n(CC(O)CN(c2ccccc2)S(=O)(=O)c2ccc3ccccc3c2)n1 (stereo not drawn)	1%	0%	17%[10 µM]	-18	6%	-6%	-9%	0%	-1%	-9%	-1%

# High-throughput results deposited in PubChem by National Center for Advancing Translational Sciences (NCATS).

# These rows are one share of the data; the hit share may differ from the screen's.
